IMPase Li cell – qHTS Assay for Identifying the Cell-Membrane Permeable IMPase Inhibitors: Potentiation with Lithium | CHO-M1 cells, IP1 TR-FRET (IP-One), carbachol + lithium | Potency, µM (doses to about 59.4 µM), without a hit: at the highest dose activity, negative = IMPase inhibition, most hits filed as inhibitors | 0.35% of 210,000 active;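 note: IP1 builds up when IMPase is blocked and the TR-FRET signal falls; potency is the fitted concentration of half-maximal effect; plate controls were basal vehicle for no effect and high inhibitor control for full effect; nearly all actives have a fitted effect of over 50% in size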
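CHO cells stably expressing M1 receptor (2000/well) were cultured 16–30 h, then exposed to compounds with a small lithium addition for 30 min at 37C. IP1 was measured by TR-FRET competition; AC50 from Hill fits.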
KinaseGlo FLuc – Counterscreen for Luciferase (Kinase-Glo TM) Inhibition | Potency, µM (top dose mostly 38.3 µM), without a hit: at the top dose activity change, negative = inhibition, hits mostly inhibitors | Luciferin 4-monooxygenase (Photuris pensylvanica), Q27757 | Kinase-Glo luciferase, ATP luminescence, 8 min | 0.28% of 200,000 active | AID 1379, 2008; note: potency is the fitted concentration of half-maximal effect; % is set by controls: 0 for no effect and ±100 for the full control effect; nearly all actives have a fitted effect of over 60% in size
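Kinase-Glo luciferase light output from ATP and luciferin was measured with 10 uM ATP, within the enzyme's linear range. Buffer: 50 mM imidazole pH 7.2, 50 mM KCl, 7 mM MgCl2, 0.01% Tween 20, 0.05% BSA; luminescence read after 8 min at ambient temperature.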
HttQ103 aggreg – qHTS Multiplex Assay to Identify Dual Action Probes in a Cell Model of Huntington: Aggregate Formation (GFP) | PC12 HttQ103-GFP aggregates, Acumen cytometry, 40 h | Potency, µM (top dose mostly 46.1 µM), for the others: top-dose activity change, negative = inhibition, hits mostly inhibitors | 1.1% of 220,000 active | AID 1688, 2009; note: potency is the fitted concentration of half-maximal effect; % is set by controls: 0 for no effect and ±100 for the full control effect; nearly all actives have a fitted effect of over 60% in size
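PC12 cells stably carrying ecdysone-inducible HTT exon 1 Q103–GFP were induced with tebufenozide (100 nM final) and treated with library compounds in titration. GFP aggregates in lysates were counted by laser scanning cytometry.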
CBFb RUNX1 block – qHTS Assay for Compounds Blocking the Interaction Between CBF-beta and RUNX1 for the Treatment of Acute Myeloid Leukemia; AlphaScreen CBFb-His/RUNX1-biotin binding, biochemical; 230,000 tested, under 10 active; Runt-related transcription factor 1 (Homo sapiens) + Core-binding factor subunit beta …; Potency, µM (series often up to 59.8 µM), for the others: top-dose activity, negative = inhibition, most hits filed as inhibitors; note: % of control where 0% means no effect
Target sequence (Q01196 whole entry, looked up): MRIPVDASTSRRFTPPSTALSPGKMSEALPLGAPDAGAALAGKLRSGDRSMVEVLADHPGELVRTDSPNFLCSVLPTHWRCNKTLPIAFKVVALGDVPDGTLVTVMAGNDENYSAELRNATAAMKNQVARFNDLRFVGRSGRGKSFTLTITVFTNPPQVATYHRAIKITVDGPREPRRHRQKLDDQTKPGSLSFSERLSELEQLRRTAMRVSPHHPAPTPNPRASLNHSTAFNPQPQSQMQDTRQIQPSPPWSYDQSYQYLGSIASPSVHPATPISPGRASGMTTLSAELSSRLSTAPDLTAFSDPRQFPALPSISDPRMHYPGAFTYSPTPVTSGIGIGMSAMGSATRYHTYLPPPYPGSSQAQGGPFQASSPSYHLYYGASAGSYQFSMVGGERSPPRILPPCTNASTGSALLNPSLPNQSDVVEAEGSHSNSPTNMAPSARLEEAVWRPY
Target sequence (Q13951 whole entry, looked up): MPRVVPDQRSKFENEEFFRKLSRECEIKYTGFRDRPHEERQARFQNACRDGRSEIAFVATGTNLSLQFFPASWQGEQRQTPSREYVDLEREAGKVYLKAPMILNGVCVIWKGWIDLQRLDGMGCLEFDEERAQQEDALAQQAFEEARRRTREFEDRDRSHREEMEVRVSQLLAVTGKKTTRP
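Read-out: AlphaScreen. Format: His-CBF-beta with biotinylated RUNX1 (30 nM each) preincubated 20 min, compound 15 min, Ni-chelate plus streptavidin beads 90 min; room temperature throughout.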
HTT ATP protect – qHTS Multiplex Assay to Identify Dual Action Probes in a Cell Model of Huntington: Cytoprotection (ATP); PC12 HTT-Q103 induced, cytoprotection, ATP luminescence, 40 h; Potency, µM (top dose mostly 56.4 µM), for inactives: cytoprotection (ATP increase), usual class: activators; 0.14% of 230,000 active;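 note: potency is the fitted concentration of half-maximal effect; % of control where 0% means no effect; nearly all actives have a fitted effect of over 45% in size; toxic huntingtin expression switched on by the ecdysone agonist tebufenozide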
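Stable PC12 Q103-GFP cells in serum-supplemented, phenol red-free DMEM; induction by tebufenozide at 100 nM final; compound dose series; cell viability quantified luminescently from ATP.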
LMNA splice mod – qHTS Assay for Modulators of Lamin A Splicing; 0.01% of 200,000 active; Potency, µM (titrated, usually from 46.1 µM), for inactives: at the top dose ratio change, negative = inhibition, usual class: inhibitors; HeLa LMNA splicing GFP/RFP minigene ratio, 48 h; active = well fitted inhibition curve with a large enough effect in the signal ratio, with a control signal flat, not every such curve was filed as active; inconclusive = small, poorly fitted or top-dose-only effect, or effect the other way, or a change in a side signal; the % refers to the signal ratio; note: potency is the fitted concentration of half-maximal effect; % is set by controls: 0 for no effect and ±100 for the full control effect
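S3 HeLa stable clones carrying a lamin A-EGFP splicing minigene plus DsRed2 were seeded at 600 cells/well in Opti-MEM with 2% FBS, pin-dosed and incubated 48 h at 37°C. Acumen cytometry (488 nm) gave the GFP/RFP total-intensity ratio.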
SMN2 splice up – qHTS Assay for Enhancers of SMN2 Splice Variant Expression | 2.8% of 210,000 active | HEK293 SMN2-luciferase splicing reporter, luminescence, 30-36 h | Potency, µM (doses to about 46.1 µM), inactives show top-dose activity change, positive = activation, usual class: activators; note: potency is the fitted concentration of half-maximal effect; % of control where 0% means no effect; nearly all actives have a fitted effect of over 55% in size
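HEK293 cells carry an SMN2 […]–luciferase reporter in which exon 7 inclusion puts luciferase in frame. Cells were plated 10-12 h before compound addition, then incubated 30-36 h at 37C. ONE-Glo luminescence was read; sodium butyrate at 4.5 mM final served as control.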
* hit, by the source's call; ? = inconclusive; . = not tested or not shown; & = joins results of further samples; [ ] = dose if it differs, or a comment. Unless noted, calls come from the whole dose curve; as a rule, active = well fitted curve in the direction sought with a large enough effect; inconclusive = small, poorly fitted or top-dose-only effect, or another doubt; inactive = no such curve, though single readings can be large; an effect the other way counts as inactive or inconclusive.

SMILES | IMPase Li cell | KinaseGlo FLuc | HttQ103 aggreg | CBFb RUNX1 block | HTT ATP protect | LMNA splice mod | SMN2 splice up
Nc1cc(=O)n(Cc2ccccc2)c(=O)n1-c1ccc(F)cc1 | . | . | 17.0%[9.22 µM] | 0.2% | 29.8%[10 µM] | . | .
CN1CCN(Cc2c(O)ccc3c2oc(=O)c2ccccc23)CC1 | ? | -1.4% | -23.1% | 1.2% | -26.8% | -17.7% | -0.5%
COc1ccc(/C=N/Nc2nc3ccccc3[nH]2)c(OC)c1OC | . | . | 6.0%[9.22 µM] | -18.4% | -21.0%[10 µM] | . | .
Nc1nc(NC(=O)/C=C/c2ccc(F)cc2)nn1-c1ccccc1 | . | . | 3.5%[9.22 µM] | -1.5% | 6.6%[10 µM] | . | .
COc1ccc(NC(=S)Nc2ccccn2)cc1 | . | . | 10.6%[9.22 µM] | -4.6% | 2.2%[10 µM] | . | .
CCc1cc(=O)oc2cc(C)c3c(C)coc3c12 | 24.9%[38.3 µM] | 1.7% | -11.6% | 1.7% | -21.6%[0.074 µM] | 3.9% | 2.1%
Cc1cnc(C(=O)OCC(=O)Nc2ccc(Oc3ccccc3)cc2)cn1 | 8.1%[38.3 µM] | -0.7% | -4.2% | 7.8% | -28.8%[10 µM] | 4.8% | 5.9%
Cc1nc2ccccc2[nH]c1=O | . | . | -3.2%[9.22 µM] | 7.1% | -5.7%[10 µM] | . | .
CCC1=C(OC(=O)N(CC)CC)N2C(=O)OC(=NCc3ccccc3)[C@]2(C)[C@H]2C1=CC[C@H]1C(=O)N(CC)C(=O)[C@H]12 | 1.6% | -0.2% | -5.4%[9.22 µM] | 5.8%&3.4% | -20.3% | . | -12.2%
CCCNC(=O)c1ccccc1NC(=O)c1ccccc1SC | 2.5% | -2.2% | 3.9% | -4.0% | -27.5% | . | -13.0%
O=C(NCC(c1ccc(F)cc1)N1CCOCC1)c1ccc(C(=O)c2ccccc2)cc1 (configuration not stated) | . | . | -15.0%[9.22 µM] | 5.1% | 1.9%[10 µM] | . | .
O=C(Nc1ccc(Cl)cc1C(F)(F)F)c1ccc(Cl)cc1 | -0.6%[38.3 µM] | 1.5% | -4.2% | 3.4% | 32.3% | 11.6% | -17.8%
OCC1OC(Oc2cccc3cccnc23)C(O)C(O)C1O (configuration not stated) | -1.5% | 1.7% | . | 2.1%[21.7 µM] | -17.3%[1.9 µM] | . | .
CC(C)(C)c1cc(C(=O)NNC(=O)Nc2ccccc2)n(Cc2ccccc2)n1 | . | . | 0.0%[9.22 µM] | -2.6% | 8.9%[10 µM] | . | .
Cc1ccc(/C=C/C(=O)c2ccc(O)cc2)cc1 | . | . | 9.4%[9.22 µM] | 5.3% | 4.3%[10 µM] | . | .

Profiles, looked up by structure. Screens in order: IMPase Li cell, KinaseGlo FLuc, HttQ103 aggreg, CBFb RUNX1 block, HTT ATP protect, LMNA splice mod, SMN2 splice up
Nc1cc(=O)n(Cc2ccccc2)c(=O)n1-c1ccc(F)cc1 across the screens: ., ., 17.0%[9.22 µM], 0.2%, 29.8%[10 µM], ., .
O=C(NCC(c1ccc(F)cc1)N1CCOCC1)c1ccc(C(=O)c2ccccc2)cc1 (configuration not stated) across the screens: ., ., -15.0%[9.22 µM], 5.1%, 1.9%[10 µM], ., .
Nc1nc(NC(=O)/C=C/c2ccc(F)cc2)nn1-c1ccccc1 across the screens: ., ., 3.5%[9.22 µM], -1.5%, 6.6%[10 µM], ., .
CN1CCN(Cc2c(O)ccc3c2oc(=O)c2ccccc23)CC1 across the screens: ?, -1.4%, -23.1%, 1.2%, -26.8%, -17.7%, -0.5%
O=C(Nc1ccc(Cl)cc1C(F)(F)F)c1ccc(Cl)cc1 across the screens: -0.6%[38.3 µM], 1.5%, -4.2%, 3.4%, 32.3%, 11.6%, -17.8%

Later entries.
SMILES | IMPase Li cell | KinaseGlo FLuc | HttQ103 aggreg | CBFb RUNX1 block | HTT ATP protect | LMNA splice mod | SMN2 splice up
CCC(=O)N1CCc2cc(S(=O)(=O)CCC(=O)N3CCc4ccccc4C3)ccc21 | ? | 2.7% | 7.3% | -0.2% | 3.2%[10 µM] | -7.4% | -15.5%
NC(=NCc1ccc2c(c1)OCO2)NC(=O)c1ccccc1 | 8.5% | -6.3% | . | 5.2% | . | 7.6%[46 µM] | -7.0%
Cc1csc(SCC(=O)Nc2c(C)n(C)n(-c3ccccc3)c2=O)n1 | 24.1%[38.3 µM] | 1.4% | -0.8% | 11.2% | 15.3% | 8.4% | ?
CCCCN(C(=O)c1cccc2c(=O)c(C)c(-c3ccccc3)oc12)c1ccccc1 | 16.5% | -0.2% | -2.3% | -2.1% | 12.8%[10 µM] | ? | -60.8%[inhibitor]
COc1ccc(C(C)=O)cc1COC(=O)c1ccc(OCc2c(C)noc2C)cc1 | ? | 1.2% | -7.6% | 11.6% | -18.6% | 15.6% | -1.4%
O=C(NCCc1cccc(Cl)c1)c1cc([N+](=O)[O-])ccc1Cl | 9.3% | -2.4% | -8.9% | -9.8% | 22.7%[10 µM] | ? | -4.3%[1.84 µM]
C/C(=N\O)C(=O)NCCCNCCCN(C)C | -0.9%[38.3 µM] | 1.9% | 0.1% | -2.9% | -5.0% | -1.8% | -7.1%
CCCCN(C)CCC(=O)Nc1ccc(C)cc1 | -1.6% | -4.1% | 4.9% | 6.0% | . | 14.5% | 1.5%
CC(C)COc1ccc(C(=O)N2C(=O)c3ccc(N)cc3C2=O)cc1 | . | . | -8.8%[9.22 µM] | -13.7% | -7.5%[10 µM] | . | .
CCOC1Cc2ccccc2N(C(N)=O)c2ccccc21 (configuration not stated) | 13.4%[38.3 µM] | 5.2% | 9.6%[9.22 µM] | 0.2% | 22.0% | 1.5% | -3.5%
S=C(NCCCN1CCOCC1)Nc1ccc(Cl)cc1Cl | -3.7% | 2.5% | 7.7% | -4.2% | . | 8.3% | 13.6%
COC(=O)c1c(-c2cccc(C)c2)csc1N | 3.1%[38.3 µM] | -0.2% | -28.7% | -7.2% | -11.7% | -11.4% | 14.6%
COc1ccccc1CN1CCN(Cc2nc(-c3ccccc3)no2)CC1 | 31.5%[activator] | -3.1% | 16.8%[9.22 µM] | 11.5% | 24.5%[10 µM] | . | .
CCOC(=O)C1CCN(C(=O)CN(c2cccc(OC)c2)S(=O)(=O)c2ccccc2)CC1 | 17.6%[38.3 µM] | -5.9% | ? | 2.2% | -24.8% | -0.4% | -12.9%
O=C(N/N=C/c1ccccc1O)/C(=C/c1ccccc1)CCO | 1.2% | 3.5% | 7.94µM* | -13.2% | 14.2%[10 µM] | ? | -85.5%[inhibitor]
OCCCc1nc2n(n1)C(c1ccccc1)C=C(c1ccc(F)cc1)N2 (configuration not stated) | -0.4% | 16.5% | -1.8% | 0.4% | -8.3%[10 µM] | -17.9% | -3.3%
O=C(NCc1ccccc1)c1cccc(COc2cc(Cl)ccc2Cl)c1 | 26.2% | 4.5% | -10.3% | 9.1% | 20.6%[10 µM] | -5.6% | 12.6µM*
CCOCCCNC(=O)C(NC(=O)Cc1c[nH]c2ccccc12)c1ccc(OC)cc1 (configuration not stated) | 2.6% | 0.4% | 6.1% | -5.2% | -4.6% | -2.7%[46 µM] | 3.8%
CCOP(=O)(Cc1ccc(C(C)(C)CC(C)=O)o1)OCC | . | . | -37.7%[9.22 µM] | 0.0% | -49.9%[inhibitor][10 µM] | . | .
COC(=O)c1[nH]c2cccc(OC)c2c1NC(=O)CCN1CCC(C)CC1 | 4.0%[38.3 µM] | 14.3% | -19.6% | 3.1% | -7.6%[0.074 µM] | -4.7% | -13.3%
O=C(CSc1nc2ncccc2[nH]1)c1ccc2c(c1)OCO2 | . | . | -2.7%[9.22 µM] | 13.4% | -4.2%[10 µM] | . | .
CCCCN(C)C1CCN(C(=S)Nc2ccc(OC)cc2)CC1 | 3.5% | 1.1% | -9.8% | 2.9% | -21.2% | 19.9%[46 µM] | -29.9%
COC(=O)[C@@]1(Cc2ccc(F)cc2)[C@H]2c3cc(C(=O)N(C)C)n(Cc4ccc(C)o4)c3C[C@H]2CN1C(=O)c1ccccc1 | 13.0% | 0.4% | . | -0.2% | -35.4%[inhibitor] | . | -12.5%
COc1ccc([N+](=O)[O-])cc1N(CC(O)CN1CCCC1)S(=O)(=O)c1ccc(C)cc1 (configuration not stated) | -2.4% | . | 11.3%[9.22 µM] | -16.5% | -6.8%[10 µM] | . | .
COC(=O)c1cc(S(=O)(=O)N2CCC(C(N)=O)CC2)oc1C | . | . | -8.2%[9.22 µM] | 0.5% | -2.6%[10 µM] | . | .
CN1CCN(c2ccc(Cl)cc2NC(=O)c2nn(-c3ccccc3)c(=O)c3ccccc23)CC1 | -15.6%[38.3 µM] | -7.4% | 19.8% | -1.0% | 7.0% | 19.8% | -12.5%
Cc1cccc(-n2c(C)cc(C(=O)NC3CCCCC3)c2C)c1 | 7.6% | -0.8% | -7.3% | -2.4% | -6.0%[10 µM] | -11.9% | ?
CCCCn1c(CNC(=O)CC)nc2ccccc21 | 22.1%[38.3 µM] | 0.8% | -4.1% | 13.7% | 9.0%[10 µM] | -10.0% | -5.9%
COC(=O)CNC(=O)CSc1nnc(-c2ccc(OC)cc2)n1CC(C)C | -0.1%[38.3 µM] | -3.1% | -22.6% | 4.0% | 18.6% | 1.0% | -7.0%
CCCCNC(=S)N=Nc1c(O)[nH]c2ccccc12 | -2.1% | 0.8% | ? | -14.6% | 1.0% | . | 19.1%
COc1ccc(/C(C)=N/Nc2cccc(C(=O)O)c2)cc1OC | -8.0% | -2.6% | 12.8% | 6.3% | -30.1%[inhibitor] | 1.1%[46 µM] | 10µM*
NNC(=O)c1sccc1OCc1ccc(Cl)cc1Cl | 0.4% | -1.9% | -11.3% | 2.3% | -9.9%[10 µM] | 3.7%[46 µM] | -27.3%
CCOc1ccc(NC(=O)N2CCC(C(=O)c3ccc(F)cc3)CC2)cc1 | -7.7%[38.3 µM] | 1.0% | -11.9% | 3.9% | -10.0% | -9.7% | -15.4%

Screening results as filed in PubChem BioAssay.
